KLK5 inh: inhibitors of human kallikrein 5. recombinant hK5, fluorogenic AMC substrate cleavage. inhibition, % at 5 µM. actives 0.59% (n = 210,000);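 active means inhibition of 40% or more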;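 further: 0% = enzyme controls without compound and 100% = no-enzyme blanks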
Target sequence (Q9Y337 67-293 limits assumed): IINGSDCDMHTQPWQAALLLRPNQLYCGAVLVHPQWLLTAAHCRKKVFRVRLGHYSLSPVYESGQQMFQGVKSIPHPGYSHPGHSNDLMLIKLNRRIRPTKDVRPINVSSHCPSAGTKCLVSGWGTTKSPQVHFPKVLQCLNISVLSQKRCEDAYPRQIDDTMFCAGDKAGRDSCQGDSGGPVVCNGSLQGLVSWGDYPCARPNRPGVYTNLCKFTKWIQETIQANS
p47phox inh: blocks human p47phox regulatory protein of NADPH oxidases; actives 0.53% (n = 220,000); inhibition, % at 24.7 µM; AID 1274; P14598; p47phox/p22phox peptide binding, fluorescence polarization, 2 h;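 further: 0% = p47phox with labelled peptide and 100% = labelled peptide alone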
eIF4E 4G PPI: eIF4E/eIF4G interaction inhibition in translation initiation. inhibition, % at 21.7 µM. actives 0.37% (n = 220,000). P63073+Q04637. TR-FRET eIF4E-eIF4GI(517-606) binding, 2 h. AID 782;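 further: 0% = full FRET control wells and 100% = background wells lacking eIF4GI fragment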
Rad51 HR inh: Rad51 (human) homologous recombination inhibition; Q06609; hRad51 DNA strand exchange, fluorescence dequenching; inhibition, % at 10 µM; actives 0.085% (n = 200,000); AID 1385;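 active means inhibition above 40% at the single screening dose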;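 further: 0% = DMSO control wells and 100% = blanks with heterologous ssDNA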
Target sequence (Q06609 whole entry, looked up): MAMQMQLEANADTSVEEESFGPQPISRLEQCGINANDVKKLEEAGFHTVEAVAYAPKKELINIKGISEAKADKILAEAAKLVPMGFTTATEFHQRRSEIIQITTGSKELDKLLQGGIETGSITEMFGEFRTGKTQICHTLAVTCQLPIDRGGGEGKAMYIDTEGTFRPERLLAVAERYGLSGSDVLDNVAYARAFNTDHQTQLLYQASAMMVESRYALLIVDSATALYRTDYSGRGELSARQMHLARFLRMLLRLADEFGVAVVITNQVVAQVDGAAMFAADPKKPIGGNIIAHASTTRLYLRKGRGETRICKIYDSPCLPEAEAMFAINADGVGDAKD
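Assay system: Human Rad51 nucleoprotein filaments preassembled on unlabelled ssDNA | Reagent: Donor/quencher-labelled 47-bp dsDNA substrate | Doses: One concentration, 10 µM final | Times: 37 °C 15-min filament assembly, 30-min compound preincubation, 15-min exchange | Technique: Fluorescein emission 520 nm, excitation 485 nm | Benchmarks: Plate control and blank wells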
14-3-3 Bad PPI: disrupts binding of bovine 14-3-3 zeta to phospho-Bad peptide; AID 781; actives 0.71% (n = 220,000); TR-FRET 14-3-3zeta/Dy647-pBad peptide displacement, 1 h; inhibition, % at 21.7 µM;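 active means inhibition above about 70%, limit read from the data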;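 further: 0% = full 14-3-3 plus peptide FRET controls and 100% = background without 14-3-3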
Target sequence (P63103 whole entry, looked up): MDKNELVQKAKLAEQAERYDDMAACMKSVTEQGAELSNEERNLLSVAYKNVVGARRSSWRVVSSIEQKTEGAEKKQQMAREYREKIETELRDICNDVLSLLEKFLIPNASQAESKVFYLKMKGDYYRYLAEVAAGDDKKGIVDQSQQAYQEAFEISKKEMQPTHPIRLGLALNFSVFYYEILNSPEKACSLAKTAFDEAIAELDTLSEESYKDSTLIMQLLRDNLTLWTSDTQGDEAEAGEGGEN
Thrombin inh: blocks human thrombin protease activity; P00734; alpha-thrombin, Boc-VPR-AMC fluorogenic substrate cleavage; inhibition, % at 5 µM; actives 0.26% (n = 220,000);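 active means inhibition at or above 40%; inactive means inhibition below 40%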;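 further: 0% = enzyme with no compound and 100% = wells without enzyme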
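Material: human alpha-thrombin enzyme / Medium: pH 7.5 Tris (50 mM) with NaCl 150 mM, Tween 20 0.05% / Compound: single-point dosing at 5 µM, 0.2% DMSO / Incubation: enzyme reaction carried out at room temperature / Detection: AMC fluorescence, 355/460 nm / Read-out basis: percent inhibition scaled between no-compound controls and no-enzyme blanks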
Cl transport mod: modulates chloride dependent transport by human KCC2 | Q9H2X9 | KCC2 cells, thallium flux FluoZin-2 fluorescence | B-score of Tl+ flux slope (higher = more flux/activation; lower = inhibition) at 10 µM | actives 2.2% (n = 190,000);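 active means thallium flux slope and its plate-corrected score both differing from the plate sample mean at a set confidence after two filtering rounds, in either direction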;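 further: slope of fluorescence scaled to starting intensity during 10 to 20 s after thallium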
Furin inhibitor: inhibitors of human furin; inhibition, % at 30 µM; purified furin, fluorogenic substrate cleavage; actives 0.061% (n = 220,000); P09958; in the data active means inhibition above about 25%; further: inactives centre near -15
EBV gp42 block: blocks Epstein-Barr virus glycoprotein 42 binding | Fluorescence polarization binding assay, mP read-out | inhibition, % (tested at 21.74 µM) | AID 1085 | Q1HVG2 | actives 0.42% (n = 220,000); in the data active means inhibition above about 50%
Target sequence (Q1HVG2 whole entry, looked up): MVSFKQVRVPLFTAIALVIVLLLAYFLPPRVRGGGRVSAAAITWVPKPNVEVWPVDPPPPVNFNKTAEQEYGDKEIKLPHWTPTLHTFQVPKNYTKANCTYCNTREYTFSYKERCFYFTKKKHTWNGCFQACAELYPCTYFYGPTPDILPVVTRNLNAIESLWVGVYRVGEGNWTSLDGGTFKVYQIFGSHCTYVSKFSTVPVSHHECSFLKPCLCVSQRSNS
An asterisk follows results filed as active; nt = no result given; [ ] = remark or other dose.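 How the source made its calls, unless noted: active means inhibition above about 30% (limit read from the data); inactive means the rest.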 Random draw from the library (roughly 4.7% active in at least one column).

SMILES	KLK5 inh	p47phox inh	eIF4E 4G PPI	Rad51 HR inh	14-3-3 Bad PPI	Thrombin inh	Cl transport mod	Furin inhibitor	EBV gp42 block
O=C(OCc1ccccc1Cl)c1ccc(-n2cnnc2)cc1	-22	-4	7[fluorescence artefact?]	-2	10[fluorescence artefact?]	-5	-0.076	-25[20 µM]	-24
CC(C)C(=O)NN1c2ccccc2CCc2ccccc21	-3	-1	1	13	3	-3	-0.38	-10	-19
CCOC(=O)c1ccccc1NC(=O)c1c(O)c2ccccc2n(CC)c1=O	-22	-6	8	-3	-11[fluorescence artefact?]	-5	-0.25	-21[20 µM]	-24
CN(C)c1nc(-c2ccccc2)nc(-c2ccc(Cl)cc2)c1C#N	-7	-4	7[fluorescence artefact?]	-2	-1	5	1.2	-11[20 µM]	-13
COC(=O)c1c(C)[nH]c(C(=O)OCC(=O)NCC(C)C)c1C	-5	-22	3	-2	6[fluorescence artefact?]	2	0.93	-6[20 µM]	-29
O=C(CSc1nnc2c(n1)[nH]c1ccccc12)Nc1cccc(S(=O)(=O)N2CCOCC2)c1	0	-20	-1	15	-1	3	-0.56	-26	-11
Cn1cnc([N+](=O)[O-])c1Nc1ccccc1O	-7	-11	7	-2	-7	5	-0.55	-13[20 µM]	-18
CC1Cc2ccccc2N1C(=O)C1CCCN(S(=O)(=O)c2cccc3cccnc23)C1 (stereo unspecified)	-4	-21	-1	-7	4	-2	nt	-8	-15
Cc1cc2c(=O)n(Cc3ccco3)c(SCC(=O)NCc3ccco3)nc2s1	-4	-10	8	11	4	-8	nt	-21[20 µM]	-12
Cc1nnc(SCC(=O)Nc2ncc(S(=O)(=O)c3ccc([N+](=O)[O-])cc3)s2)s1	-3	-3	5	-5	8[fluorescence artefact?]	-5	-0.31	-28	-6
COc1ccc2c(c1)C1=NN(/C(C)=C\C(C)=O)C(c3ccccc3)C1CC2 (stereo unspecified)	-10	-16	1	-14	-13[fluorescence artefact?]	-3	-2.6	-16[20 µM]	-15
NC(=O)NC(=O)COC(=O)c1ccc2c(c1)C(=O)N(Cc1ccccc1)C2=O	0	-13	0	nt	-8	-3	0.46	-21	-6
COc1ccc(-c2cnnn2-c2ccc(NC(=O)/C=C/c3ccc(OC)c(OC)c3)cc2)cc1	-2	-32	0[fluorescence artefact?]	-2	6	-2	-0.067	-2	0
O=C(CSc1ccccc1)Nc1nc2ccccc2[nH]1	-10	-5	2	1	-1	-13	1.1	-12	-3
COc1cc2c(cc1OC)C(c1ccccc1O)N(C1CC(=O)N(c3ccccc3)C1=O)CC2 (stereo unspecified)	-9	-4	-3[fluorescence artefact?]	nt	74*	2	0.38	-12[20 µM]	-9
COc1cccc(C2CC(c3cccs3)=NN2C(=O)CSc2nc3ccccc3o2)c1OC (stereo unspecified)	-4	-6	2	3	-10[fluorescence artefact?]	-5	0.015	-18	-7
N#CCC(=O)N/N=C/c1ccc(OS(=O)(=O)c2ccccc2)cc1	-18	-11	-7	5	16	-4	nt	-36[20 µM]	-6
CCN(CC)CCNCc1cc(Cl)ccc1OCc1ccccc1F	-16	-6	-6	-5	0	-1	0.068	-24	-1
COc1ccc(/C=C/C(=O)NC(C)(C)C)cc1S(=O)(=O)N1CCOCC1	-3	-12	5[fluorescence artefact?]	-8	3	-1	1.3	-8	-18
S=C(NCc1ccncc1)Nc1ccc(Cl)cc1	-2	-13	-4	nt	-9	5	0.12	-27	-7
COc1cc(C(=O)NC(=S)NNC(=O)[C@H]2C[C@@H]2c2ccccc2)cc(OC)c1OC	3	-2	-2	-11	-12	-6	5.5	-7	2
CC(OC(=O)CNS(=O)(=O)/C=C/c1ccccc1)C(=O)Nc1ccc(S(=O)(=O)N2CCCC2)cc1 (stereo unspecified)	5	-18	1	nt	0	11	0.21	-20	-5
COC(=O)CCC(=O)OC1(C)C(=O)C2=CN(CC3CC3)C(c3ccc(OC)cc3)=CC2=C(Br)C1=O (stereo unspecified)	1	-11	3	1	-3	-4	0.011	-10	20
CCNS(=O)(=O)c1ccc(NS(C)(=O)=O)cc1	1	0	4[fluorescence artefact?]	1	4	3	-0.072	-9[20 µM]	-12
N#Cc1cnn(-c2ccccc2)c1NC(=O)CN1CCN(c2ccccc2)CC1	-12	-10	1	12	-1	-9	0.26	-28	-12
CC(=O)N1CCCc2cc(S(=O)(=O)N(C)Cc3ccccc3)ccc21	-5	0	-2	-7	0	-7	-4*	-23[20 µM]	0
O=c1[nH]c(-c2ccc3c(c2)OCO3)nc2c1sc(=S)n2-c1ccccc1	-1	-31	13	-5	-5	-7	-0.24	-8	-49
COc1cccc(/C=N/n2c(CO)nc3ccccc32)c1OC	-1	23	2	10	-1	2	nt	-10	-3
CCC(O)c1c(-c2ccccc2)nn(C)c1Cl (stereo unspecified)	-6	15	4	18	-11	3	0.018	-39	-16
NC(=S)Nc1cccc2cc3ccccc3cc12	-12	4	1[fluorescence artefact?]	-15	-9[fluorescence artefact?]	5	nt	-8[20 µM]	-5
OC(COCc1ccccc1)Cn1cnc2ccccc21 (stereo unspecified)	3	-13	1	nt	23	-1	0.67	-34[20 µM]	-3
CCNC(=O)COc1ccc(S(=O)(=O)Nc2ccccc2)cc1	-24	5	20[fluorescence artefact?]	5	-4[fluorescence artefact?]	-5	-2	-11[20 µM]	4
Cc1cccc(COc2ccccc2/C=N/Nc2ccc([N+](=O)[O-])cc2)c1	-7	-37	0	2	-6	0	-0.48	-12[20 µM]	-23
CCc1c(C(=O)Nc2ccc(OC)cc2)[nH]c(C)c1C(C)=O	-8	-3	2	-4	-5	-4	-1.3	-25	2
CCOC(=O)C1=C(C)NC(SC)=C(C#N)C1CC(C)C (stereo unspecified)	2	0	44*	26	-3	-1	-0.2	-6	-17
O=C(NCCN1CCOCC1)c1cc(=O)[nH]c2ccc(Br)cc12	14	nt	nt	nt	nt	-3	0.0036	-21	nt
Cc1ccc(OCCCCNC2CCCCC2)c(C)c1	1	-3	-3	5	4	-1	0.27	-31	4
O=C(NCCc1ccccc1)C(=O)NCC(c1ccco1)N1CCOCC1 (stereo unspecified)	-6	1	-1	-5	1	7	-0.09	-10	-1
Clc1ccc(CNCc2cccs2)cc1Cl	-15	2	0	15	17	-2	0.017	-18	-4
O=C(NC1CCCC1)C1(c2ccccc2)CCN(S(=O)(=O)c2ccccc2)CC1	0	-3	-4[fluorescence artefact?]	0	-7	-3	-0.5	-10[20 µM]	-4
CC(C(=O)NCCN1C(=O)S/C(=C\c2cccs2)C1=O)N1C(=O)c2ccccc2C1=O (stereo unspecified)	-7	8	-3[fluorescence artefact?]	-6	5	-9	-1.6	-17	-21
COC(=O)c1[nH]c2ccc(Br)cc2c1NC(=O)CN1CCCCC1CCO (stereo unspecified)	1	-12	-20	3	91*	2	-0.63	-16[20 µM]	-17
Cc1ccc(NC(=O)CN2CCC(C(=O)c3ccc(F)cc3)CC2)cc1	-20	-12	5[fluorescence artefact?]	-9	-6[fluorescence artefact?]	-5	0.35	-15[20 µM]	-14
COc1ccc(-c2csc(/C(C#N)=C\c3cccc([N+](=O)[O-])c3)n2)cc1	-3	-35	6[fluorescence artefact?]	-38	-1	-9	-0.28	-22	7
O=C(Nc1cccc(S(=O)(=O)C(F)F)c1)c1ccc(S(=O)(=O)N2CCOCC2)cc1	-6	-9	-4	6	-1	-5	2.2	0[20 µM]	0
CC(C)(C)c1ccc(C(=O)NCC(=O)N/N=C/c2ccccc2OCC(=O)O)cc1	-5	0	2	1	-7	-8	-0.16	-23	-1
CCOc1ccc(/C=N/N(C)c2ccccc2)cc1OC	-18	-6	3	3	-10	-7	-0.62	2[20 µM]	-3
COc1ccc(/C=C(/NC(=O)c2ccccc2)C(=O)NC2CCS(=O)(=O)C2)cc1 (stereo unspecified)	-12	-6	6[fluorescence artefact?]	nt	6	-11	-0.3	-29	2
COc1ccc(CCNC(=O)C/C(C)=N/NC(=O)C23CC4CC(CC(C4)C2)C3)cc1OC	-19	3	3[fluorescence artefact?]	8	-18	0	0.66	-11	-11
Cc1nc2ccc(NC(=O)c3ccc(S(=O)(=O)N(C)c4ccccc4)cc3)cc2s1	-15	-22	19	-2	-9	-11	0.36	-4	-21
COc1ccc(/C=C/CN2CCN(Cc3ccccc3)C(CCO)C2)cc1 (stereo unspecified)	nt	0	0	-14	-4	-6	0.38	-19	-4
COc1ccc(CCNC(=O)c2cnn(-c3ccc(C)c(C)c3)c2NC(=O)c2ccco2)cc1OC	-19	1	1	-1	3	1	-0.42	-9[20 µM]	-11
O=[N+]([O-])c1cc(C(F)(F)F)ccc1Oc1cccnc1[N+](=O)[O-]	-18	-5	12	-1	-12[fluorescence artefact?]	-6	0.17	-16	-14
CCOC(=O)CCc1c(C)nc(SCC(=O)O)c(C#N)c1C	-3	-1	25	-6	-9	-3	0.22	-35	-8
COc1cccc(C=Nc2ccc(C)c(F)c2)c1O	4	-2	-51	15	15[fluorescence artefact?]	5	-0.43	-19	-3
COCCn1c(=NC(=O)c2cc3ccccc3oc2=O)sc2cc(S(N)(=O)=O)ccc21	-11	3	5	0	7[fluorescence artefact?]	-2	0.9	-13	-3
O=C(c1ccc(Cl)cc1)c1cnc(-c2ccccc2)s1	16	0	2	-2	1	1	-0.5	-17[20 µM]	-22
COC(=O)c1scc(C#N)c1N/N=C(\C#N)S(=O)(=O)c1ccc(Cl)cc1	3	-7	-2	16	-1	-1	-3.5	-22	-1
O=C(CCn1c(=O)sc2ccccc21)NCc1ccccc1	-3	4	2	5	12	-7	-0.017	-29	-9
COc1ccc(NC(=O)/C(=C\c2ccc3c(c2)OCO3)NC(C)=O)cc1	-7	-2	-1	-5	-6[fluorescence artefact?]	-3	-0.77	6	-5
Additional records
SMILES	KLK5 inh	p47phox inh	eIF4E 4G PPI	Rad51 HR inh	14-3-3 Bad PPI	Thrombin inh	Cl transport mod	Furin inhibitor	EBV gp42 block
COc1cc2c(cc1OC)C(c1cccs1)N(C(=O)c1cccc(S(=O)(=O)N(C)C)c1)CC2 (stereo unspecified)	3	-4	4	18	0	3	-2.9	-9	-1
Cc1ccc(Cl)cc1N1CCN(C(=O)CN(c2ccccc2)S(=O)(=O)N(C)C)CC1	-1	-1	13	nt	12	-8	-0.81	3	8
CCOC(=O)/C=C1\SCC(=O)N1CC(=O)NCc1ccc(OC)c(OC)c1	-4	2	-2	nt	-1	7	1.2	-15	-5
c1ccc(SCc2nc3ccccc3[nH]2)cc1	6	-13	0	-4	-9	0	0.18	-12[20 µM]	-10
O=C(NC1CCCc2ccccc21)c1cccnc1 (stereo unspecified)	-17	-12	-8[fluorescence artefact?]	1	-8[fluorescence artefact?]	2	1.2	-16	-11
O=C(Cn1cnc2ccc(Br)cc2c1=O)c1cccs1	13	-4	-6	4	-7	-5	-0.71	-24[20 µM]	-5

Already shown: 3 of the compounds above.
SMILES	KLK5 inh	p47phox inh	eIF4E 4G PPI	Rad51 HR inh	14-3-3 Bad PPI	Thrombin inh	Cl transport mod	Furin inhibitor	EBV gp42 block
c1ccc(SCc2nc3ccccc3[nH]2)cc1	6	-13	0	-4	-9	0	0.18	-12[20 µM]	-10
O=C(NC1CCCc2ccccc21)c1cccnc1 (stereo unspecified)	-17	-12	-8[fluorescence artefact?]	1	-8[fluorescence artefact?]	2	1.2	-16	-11
O=C(Cn1cnc2ccc(Br)cc2c1=O)c1cccs1	13	-4	-6	4	-7	-5	-0.71	-24[20 µM]	-5
